PABP1 MLLE inh: inhibitors of PABP1 MLLE–PAM2 peptide binding, primary screen, biochemical, fluorescence polarization, FITC-PAM2, GST-MLLE; Polyadenylate-binding protein 1 (Homo sapiens), P11940; inhibition, % at 20 µM; 360,000 compounds, 0.36% hits; AID 588489, 2011; in the data active means inhibition above about 35%, passing the limit was not always enough;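 further: plate controls were DMSO wells with GST-MLLE for no effect and wells lacking GST-MLLE protein for full effect; some results filed as inactive read as strong as hits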
MT1-MMP act inh: blockers of MT1-MMP proenzyme processing, primary screen, HT1080 RFP-PRO-GFP cells, GFP/RFP fluorescence. Matrix metalloproteinase-14 (Homo sapiens), P50281. 360,000 compounds, 0.061% hits. GFP/RFP ratio change, % at 20 µM. GFP/RFP ratio fluorescence, overnight; percent of plate control window, DMSO zero;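 active means GFP/RFP ratio change of at least 30% with cell ATP level not reduced by more than half and red fluorescence within 50% of control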; further: strong numbers were not always called active
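Test system: HT1080 cells expressing an RFP-PRO-GFP fluorescent reporter construct / Compound dosing: single-point 20 µM compound, 1% DMSO / Schedule: cells overnight before dosing, compound overnight, 37 °C, 5% CO2 / Evaluation: GFP/RFP fluorescence ratio / Control set: DMSO and RFP-L50D-GFP cell wells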
CSN deneddyl inh: inhibitors of CSN-mediated cullin deneddylation, primary screen, biochemical, fluorescence polarization, uHTS | AID 651999, 2013 | COP9 signalosome complex subunit 5 (Homo sapiens), Q92905 | 360,000 compounds, 0.38% hits | Purified CSN, SCF-Nedd8-OG deneddylation | inhibition, % at 12.5 µM;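 active means pattern-corrected inhibition above about 35%, with an unprinted fluorescence ratio check between 0.5 and 1.5, limit read from the data, passing the limit was not always enough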;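 further: 0% = enzyme with substrate and 100% = substrate without enzyme; some results filed as inactive read as strong as hits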
Target sequence (Q92905 whole entry, looked up, one chain of several): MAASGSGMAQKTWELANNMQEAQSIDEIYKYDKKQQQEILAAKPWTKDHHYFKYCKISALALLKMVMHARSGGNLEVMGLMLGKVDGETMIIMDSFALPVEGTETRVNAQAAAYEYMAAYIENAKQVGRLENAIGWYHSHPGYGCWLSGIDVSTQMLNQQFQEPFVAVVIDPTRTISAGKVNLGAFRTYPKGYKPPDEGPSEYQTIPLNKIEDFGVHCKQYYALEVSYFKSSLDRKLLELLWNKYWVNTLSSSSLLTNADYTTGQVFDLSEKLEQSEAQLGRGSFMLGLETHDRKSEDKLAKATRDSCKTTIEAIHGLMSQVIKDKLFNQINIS
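Test system: Human Csn5 produced in HEK293T cells | Compound: 12.5 µM single point | Times: 90 min, room temperature | Signal: Fluorescence polarization readout | Read-out basis: % inhibition of substrate cleavage by Csn5 | Controls: no-enzyme wells high, enzyme-with-substrate wells low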
Neddylation inh: inhibitors of cullin neddylation, primary screen, biochemical, TR-FRET, uHTS, NAE and Ubc12; 360,000 compounds, 0.58% hits; NEDD8-conjugating enzyme Ubc12 (Homo sapiens) + NEDD8-activating enzyme E1 regulatory …; AID 651699, 2012; calls only at 25 µM; in the data active means inhibition above about 36%
Rpn11 block: Rpn11 (PSMD14) deubiquitinase inhibitors, primary screen, biochemical, fluorescence polarization, uHTS; 26S proteasome non-ATPase regulatory subunit 14 (Homo sapiens), O00487; human 26S proteasome, Ub4-pepOG fluorescence polarization; 20S core pre-blocked with epoxomicin; calls only at 20 µM; 360,000 compounds, 0.59% hits; AID 588493, 2011;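 active means inhibition at 20 µM, scaled to each plate's controls, above about 33%, limit read from the data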
Target sequence (O00487 whole entry, looked up): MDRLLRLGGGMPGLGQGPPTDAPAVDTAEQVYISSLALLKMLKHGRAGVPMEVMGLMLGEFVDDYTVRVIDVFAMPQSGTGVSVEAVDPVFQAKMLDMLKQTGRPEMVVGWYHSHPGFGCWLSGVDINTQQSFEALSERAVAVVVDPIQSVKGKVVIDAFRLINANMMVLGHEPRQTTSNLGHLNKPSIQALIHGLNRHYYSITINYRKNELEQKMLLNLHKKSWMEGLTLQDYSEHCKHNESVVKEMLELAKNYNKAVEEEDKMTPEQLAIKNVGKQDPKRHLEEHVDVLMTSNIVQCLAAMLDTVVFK
NadD block: inhibitors of S. aureus NadD, primary screen, biochemical, colorimetric, uHTS | Nicotinate-nucleotide adenylyltransferase NadD (Staphylococcus aureus N315) | purified NadD enzyme, colorimetric absorbance read-out | inhibition, % at 20 µM | 360,000 compounds, 0.78% hits | AID 602399, 2012; in the data active means inhibition above about 26%; further: some compounds past the cut are filed as inactive
FAS-TE inh: FAS thioesterase domain inhibitors, primary screen, biochemical, fluorescence intensity, uHTS. 360,000 compounds, 0.67% hits. recombinant FAS-TE, OMFH fluorogenic substrate, fluorescence endpoint. AID 602261, 2012. inhibition, % at 15 µM;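 active means compounds whose normalised, plate-corrected inhibition of enzyme fluorescence in the single-dose primary screen is 50% or more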;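 further: 0% = DMSO with enzyme and 100% = substrate without enzyme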
Rin1 Abl inh: inhibitors of Rin1-Abl protein binding, primary screen, biochemical, TR-FRET; 360,000 compounds, 0.4% hits; Tyrosine-protein kinase ABL1 (Homo sapiens) + Ras and Rab interactor 1 (Homo sapiens), …; AID 588664, 2011; inhibition, % at 7.35 µM; in the data active means inhibition above about 5%, passing the limit was not always enough
SKN-1 block: suppressors of acrylamide-induced Pgst-4::GFP reporter in worms, primary screen, SKN-1 inhibitor project, whole organism, uHTS, GFP/RFP fluorescence ratio, strain VP596. C. elegans VP596 Pgst-4::GFP/RFP ratio, 24 h. inhibition, % at 21.8 µM. 360,000 compounds, 0.49% hits. AID 624304, 2012;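 active means interference check ratio from 0.5 to 1.5 plus GFP to RFP signal ratio inhibition reaching or exceeding a fixed threshold, cut at about 30% in these data, passing the limit was not always enough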; further: some compounds called inactive have numbers as strong as hits
Numbers without * were called inactive; i = inactive; . = no result given. Compounds as they come; overall some 3.9% were active at least once.

item	SMILES	SKN-1 block	NadD block	Neddylation inh	FAS-TE inh	Rin1 Abl inh
1	O=C(Nc1ccccc1)c1ccc(-c2ccccc2Cl)o1	-8	-6	i	11	1
2	O=C(COC(=O)Cc1ccc(F)cc1)NCCc1ccccc1	-13	-2	i	-7	2
3	COC(CNC(=O)c1ccc2c(c1)ncn2-c1cccc(C)c1)OC	-8	1	i	-7	3
4	CCOC(=O)c1c(/N=C/C2=C(O)CC(C)(C)CC2=O)sc2c1CCCC2	-5	0	.	18	3
5	CCSc1cc(N2CCOCC2)nc(-c2ccc(Cl)cc2)n1	0	1	i	27	0
6	CC(C)(C)c1ccc(C(=O)Nc2ccc(NC(=O)c3ccco3)cc2)cc1	7	-3	.	-2	-2
7	CCOC(=O)c1ccc2nc(NC(=O)c3cccs3)sc2c1	11	-5	i	6	-6
8	Cn1c(-c2c(N)n(-c3ccccc3)c3nc4ccccc4nc23)nc2ccccc21	3	15	.	4	-5
9	NS(=O)(=O)c1ccc(NC(=O)CN2CCc3ccccc32)cc1	9	8	i	-2	0
10	CCc1cccc(CC)c1NC(=S)Nc1cccc(Cl)c1Cl	-4	-4	i	12	-1
11	Cc1cccc(C)c1NC(=O)CN1C(=O)S/C(=C\c2cccn2C)C1=O	12	5	i	-2	-3
12	Cc1ccc(NC(=O)Cn2c(=O)oc3cc(S(=O)(=O)N4CCC(C)CC4)ccc32)cc1C	-8	12	i	-6	-2
13	O=C(NC1CCCC1)C1CCN(C(=O)c2cc(Cl)ccc2Cl)CC1	3	-5	i	-4	1
14	O=C(NCC1COc2ccccc2O1)c1cccc(S(=O)(=O)N2CCN(c3ccccc3)CC2)c1 (stereo not drawn)	23	3	i	34	2
15	O=C(CCc1nnc2ccc(NCc3ccco3)nn12)N1CCN(c2ccccc2)CC1	5	7	i	-4	1

item	MT1-MMP act inh	CSN deneddyl inh	Rpn11 block	PABP1 MLLE inh
1	9	3	i	-4
2	0	2	i	-23
3	4	1	i	3
4	2	-2	i	-1
5	-5	-5	i	-1
6	6	1	i	-2
7	-1	0	i	-8
8	-19	-11	i	-15
9	2	-1	i	-1
10	-2	0	i	9
11	-5	5	i	3
12	-7	1	i	-9
13	1	4	i	5
14	-4	0	i	-9
15	-1	0	i	0

Laid out differently: 5 of the compounds above.
| no. | SMILES | SKN-1 block | NadD block | Neddylation inh | FAS-TE inh | Rin1 Abl inh | MT1-MMP act inh | CSN deneddyl inh | Rpn11 block | PABP1 MLLE inh |
| --- | --- | --- | --- | --- | --- | --- | --- | --- | --- | --- |
| 5 | CCSc1cc(N2CCOCC2)nc(-c2ccc(Cl)cc2)n1 | 0 | 1 | i | 27 | 0 | -5 | -5 | i | -1 |
| 6 | CC(C)(C)c1ccc(C(=O)Nc2ccc(NC(=O)c3ccco3)cc2)cc1 | 7 | -3 | . | -2 | -2 | 6 | 1 | i | -2 |
| 7 | CCOC(=O)c1ccc2nc(NC(=O)c3cccs3)sc2c1 | 11 | -5 | i | 6 | -6 | -1 | 0 | i | -8 |
| 8 | Cn1c(-c2c(N)n(-c3ccccc3)c3nc4ccccc4nc23)nc2ccccc21 | 3 | 15 | . | 4 | -5 | -19 | -11 | i | -15 |
| 9 | NS(=O)(=O)c1ccc(NC(=O)CN2CCc3ccccc32)cc1 | 9 | 8 | i | -2 | 0 | 2 | -1 | i | -1 |

Screen by screen, as entered above:
NadD block, nos. 4–7: 0, 1, -3, -5
SKN-1 block, nos. 4–7: -5, 0, 7, 11

Next records
item	SMILES	SKN-1 block	NadD block	Neddylation inh	FAS-TE inh	Rin1 Abl inh
16	Cc1ccc(C2=NN(C(=O)CSc3nc(N)cc(N)n3)C(c3ccco3)C2)cc1 (stereo not drawn)	5	5	i	2	2
17	CCN(Cc1ccc(OC)c(F)c1)C(=O)c1oc2ccccc2c1COC	-9	-5	i	10	2
18	CC(=O)NC(c1ccccc1)c1nc(-c2cccc(F)c2)cs1 (stereo not drawn)	22	-2	i	4	1
19	Fc1ccc(COc2cccc(CNCc3ccncc3)c2)cc1	3	3	i	-6	-7
20	CCc1nnc(NC(=O)CSc2nnc(-c3ccccc3OC)n2-c2ccc(C)cc2)s1	2	13	i	7	1
21	Cc1cc(C(C)c2ccccc2)c(O)c(CN2CCOCC2)c1C (stereo not drawn)	-12	-6	i	19	3
22	C=CCn1c(SCC(=O)Nc2ccccc2OC)nc(O)c(CC)c1=O	21	-4	i	-9	-1
23	COc1cccc(CN(C)C(=O)Cc2c[nH]c3ccccc23)c1OC	-1	-2	i	-2	2
24	Cc1ccc(C)c(NS(=O)(=O)c2c(C)[nH]c(C)c2C(=O)N2CCCCC2)c1	8	-7	i	-3	1
25	CCc1cccc(C)c1NC(=S)N(CCOC)C(C)c1ccco1 (stereo not drawn)	8	3	i	6	-2
26	CC1(C(=O)NC2CCCC2)CCC(=O)N1CCc1c[nH]c2ccccc12 (stereo not drawn)	7	-2	i	-2	-1
27	CCOC(=O)c1c[nH]c2c(Cl)c(Cl)ccc2c1=O	-1	-4	i	-5	-1
28	COc1ccc(CNC(=O)COC(=O)/C=C/c2ccc(S(=O)(=O)N3CCOCC3)cc2)cc1	7	-3	i	2	-2
29	O=c1c2ccccc2sn1-c1ccc(S(=O)(=O)N2CCCC2)cc1	7	22	i	-10	-3
30	CN(C)c1ccc2nsnc2c1[N+](=O)[O-]	23	-1	i	-4	-8

item	MT1-MMP act inh	CSN deneddyl inh	Rpn11 block	PABP1 MLLE inh
16	0	1	i	5
17	-8	-1	i	6
18	2	-2	i	-13
19	-6	-4	i	1
20	0	4	i	-43
21	-2	0	i	-3
22	-1	2	i	28
23	-2	-5	i	1
24	-3	-4	i	6
25	0	3	i	-16
26	-1	3	i	1
27	0	1	i	-6
28	2	-7	i	-10
29	9	0	i	29
30	4	1	i	2

The list goes on.
item	SMILES	SKN-1 block	NadD block	Neddylation inh	FAS-TE inh	Rin1 Abl inh
31	CN(C)CCCNC(=S)NCc1ccc(Cl)cc1	0	1	i	-10	-3
32	CC(=O)Nc1ccc(O)c(-c2nc3ccccc3s2)c1	-7	-3	i	0	-1
33	CN(c1cccc(NS(=O)(=O)c2ccccc2)c1)S(C)(=O)=O	-3	-3	i	-2	-1
34	CC1CCCN(C(=O)c2cccc(S(=O)(=O)NCc3ccccc3)c2)C1 (stereo not drawn)	-15	-4	i	-4	-2
35	CCOC(=O)c1ccc(NC(=S)Nc2ccc(Br)cc2N)cc1	-10	3	i	-5	3
36	Cc1ccc(-c2csc(SCC(=O)Nc3cc(C)on3)n2)cc1	-7	0	i	-6	-2
37	CC(=O)c1cccc(N2C(=O)C3C4CCC(C4=C(C)C)C3C2=O)c1 (stereo not drawn)	7	-6	i	-5	4
38	Cc1cccc(NC(=O)COC(=O)c2nn(-c3ccccc3C(F)(F)F)cc2O)c1C	-5	0	i	-18	1
39	O=C(NCC1CCCO1)C(=O)NCC(c1ccco1)N1CCN(c2ccccc2)CC1 (stereo not drawn)	17	-2	i	-11	0
40	Cc1cc(CNCCN(C)C)c(C)n1-c1cc(S(=O)(=O)N2CCOCC2)ccc1N1CCCC1	3	-3	i	-10	3
41	Cc1ccc(/C=N/c2sc3c(c2C#N)CCC3)s1	1	3	i	10	-1
42	O=C(CSc1ccc2ccccc2c1Br)Nc1cccc(S(=O)(=O)NC2=NCCCCC2)c1	2	8	i	17	-13
43	COc1ccc(CC(=O)OCc2cc3cccc(C)c3[nH]c2=O)cc1	4	-2	i	-7	-4
44	OCCN1CCN(c2ncnc3sc(-c4ccccc4)cc23)CC1	17	-1	i	0	-3
45	COc1ccccc1CN1C(=O)[C@@H]2C(CCC(N)=O)NC3(C(=O)Nc4c3ccc(Cl)c4C)[C@@H]2C1=O (stereo partly drawn)	9	13	i	-5	4

item	MT1-MMP act inh	CSN deneddyl inh	Rpn11 block	PABP1 MLLE inh
31	.	-1	i	-12
32	-2	7	i	-5
33	-3	-2	i	-6
34	1	-2	i	5
35	7	1	i	1
36	-4	4	i	15
37	8	0	i	3
38	1	-2	i	8
39	-1	4	i	8
40	0	-7	i	-14
41	4	0	i	18
42	4	-11	i	6
43	4	5	i	0
44	0	9	i	-1
45	-11	3	i	-2

(continued)
item	SMILES	SKN-1 block	NadD block	Neddylation inh	FAS-TE inh	Rin1 Abl inh
46	COc1cc(NC(=O)C/C(C)=N/NC(=O)c2cccc(O)c2)c(OC)cc1Cl	4	-1	i	-11	-6
47	Cc1cc(=O)oc(C)c1C(=O)NCC(C)C	4	6	i	-10	-2
48	COCCn1c(SCCCC(=O)c2ccc(Br)cc2)nnc1-c1ccncc1	-14	-3	i	-6	2
49	CC(C)(C)n1nc2c(c1NC(=O)c1ccc(C(F)(F)F)cc1)CS(=O)(=O)C2	3	-8	i	-3	1
50	O=S(=O)(N/N=C\c1cccc(F)c1)c1ccccc1	-5	-10	i	-2	0
51	Cc1ccc(C(=O)CC(C(=O)O)c2cn(CCC#N)c3ccccc23)cc1 (stereo not drawn)	4	-5	i	-1	-3
52	COc1ccccc1NC(=O)CSC1=NC(=O)C(NC(C)=O)C(=O)N1 (stereo not drawn)	4	17	i	-2	-1

item	MT1-MMP act inh	CSN deneddyl inh	Rpn11 block	PABP1 MLLE inh
46	2	1	i	14
47	0	2	i	3
48	2	0	i	-22
49	-2	0	i	-14
50	-4	-1	i	-42
51	3	-2	i	-9
52	1	-1	i	30
